Screening data (PubChem BioAssay)
GPR7 antag: GPR7 receptor antagonists, primary screen, cell-based, fluorescence, single concentration. inhibition, % at 4.4 µM. Neuropeptides B/W receptor type 1 (Homo sapiens), P48145. GPR7-expressing cells, fluorescence antagonist assay. 1.1% of 290,000 active; in the data active = inhibition above about 16%, passing the limit was not always enough;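 note: cells stimulated with the agonist NPW; 0% = agonist with vehicle and 100% = vehicle without agonist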
Target sequence (P48145 whole entry, looked up): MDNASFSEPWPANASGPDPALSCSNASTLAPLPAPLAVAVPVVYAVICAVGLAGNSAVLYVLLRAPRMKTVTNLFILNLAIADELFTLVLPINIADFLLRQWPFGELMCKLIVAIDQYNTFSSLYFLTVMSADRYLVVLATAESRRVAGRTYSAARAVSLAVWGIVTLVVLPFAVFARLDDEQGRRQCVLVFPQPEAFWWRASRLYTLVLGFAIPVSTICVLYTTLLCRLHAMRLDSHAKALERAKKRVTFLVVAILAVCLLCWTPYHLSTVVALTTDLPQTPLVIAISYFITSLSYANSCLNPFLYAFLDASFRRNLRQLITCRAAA
MEKK2wt PB1 HTS: modulators of MEK5 binding to wildtype MEKK2, primary screen, biochemical, multiplex bead flow cytometry, Alexa488-MEK5 | Alexa488-MEK5 binding to MEKK2 WT; actives lie on both sides | binding response (% of control), % at 10 µM | 1.1% of 290,000 active; in the data active = binding response below about 67% or above about 130%
OXTR agonist: human OXTR agonists, primary screen, fluorescence, CHO-OTR cells, Fluo-8 calcium; Oxytocin receptor (Homo sapiens), P30559; Fluo-8 calcium fluorescence; normalized: DMSO 0%, oxytocin 100%; activation, % at 3 µM; 0.32% of 320,000 active; AID 2435, 2010;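 active = activation above the mean of all tested compounds plus 3 SD, cutoff set per screening run, cut at about 20% in these data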;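 note: peak over basal fluorescence ratio from a 100 s FLIPR kinetic read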
PfM18AAP inh: PfM18AAP inhibitors, malaria aminopeptidase, primary screen, biochemical, QFRET, recombinant enzyme; M18 aspartyl aminopeptidase (Plasmodium falciparum 3D7); H-Glu-NHMec fluorogenic cleavage; inhibition, % at 7.35 µM; 1.2% of 290,000 active;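 active = inhibition above the campaign mean inhibition over all tested compounds plus 3 SD, cut at about 28% in these data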;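 note: 0% = plate median of test compound wells and 100% = 2 mM ZnCl2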
NALP1 yeast inh: NALP1 inflammasome inhibitors in reconstituted yeast, colorimetric, S. cerevisiae, triplicate retest; 0.61% of 280,000 active; inhibition, % at 10 µM; AID 2071, 2009; S. cerevisiae NALP1/ASC/caspase-1 growth, X-gal OD620, 72 h; in the data active = inhibition mostly above about 24%, no sharp cut-off; inactive = mostly below about 32%; note: some compounds called inactive have numbers as strong as hits
GalR3 antagonist: GalR3 antagonists in HEK293 cells, primary screen, cell-based, fluorescence readout; HEK293 GalR3-CNG cAMP membrane potential fluorescence; galR3 body fused to GalR1 C-terminus; inhibition, % at 3 µM; 0.44% of 360,000 active;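 active = inhibition above the screen-wide average plus 3 SD, cut at about 13% in these data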;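 note: forskolin and galanin both at EC90 stimulate the cells; cAMP rise reported by CNG channel membrane potential dye signal; 0% = forskolin plus galanin with DMSO and 100% = forskolin alone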
Target sequence (O60755 1-299 limits assumed): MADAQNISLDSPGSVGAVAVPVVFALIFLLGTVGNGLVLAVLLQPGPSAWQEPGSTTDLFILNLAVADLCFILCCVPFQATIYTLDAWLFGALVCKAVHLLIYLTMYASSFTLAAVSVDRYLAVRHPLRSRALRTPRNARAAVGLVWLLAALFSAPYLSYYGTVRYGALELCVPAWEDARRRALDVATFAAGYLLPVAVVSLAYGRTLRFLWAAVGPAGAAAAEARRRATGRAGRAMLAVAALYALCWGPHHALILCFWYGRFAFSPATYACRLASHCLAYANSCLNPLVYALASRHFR
OXTR potentiate: human OXTR potentiators, primary screen, fluorescence, CHO-OTR cells, Fluo-8 calcium; 0.061% of 320,000 active; AID 2445, 2010; Fluo-8 calcium fluorescence, potentiator mode; 0% = oxytocin EC15, 100% = EC100; activation, % at 3 µM;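 active = activation above that plate's cutoff, the mean activation of tested compounds plus 3 SD, cut at about 6.6% in these data, passing the limit was not always enough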;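 note: 100% uses oxytocin at 75 nM as the full agonist control; some results filed as inactive read as strong as hits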
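Material: CHO-OTR cells, human receptor; compound dosing: single dose, 3.0 µM nominal final compound concentration; schedule: 6 min compound pre-incubation at room temperature, 100 s kinetic read; measured by: kinetic Fluo-8 calcium fluorescence; read-out basis: % activation vs EC15 and EC100 oxytocin; controls: EC15 oxytocin alone as 0%, 75 nM oxytocin as 100%; replicates: singlicate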
MEKK2 mut-MEK5: MEK5 binding signal on mutant MEKK2 PB1, primary screen, biochemical, multiplex bead flow cytometry, Alexa488-MEK5. percent response, % at 10 µM. AID 1530, 2009. Alexa488-MEK5 binding to MEKK2 mutant. 0.35% of 290,000 active; in the data active = percent response above about 24%, passing the limit was not always enough; note: inactives centre near 1; some results filed as inactive read as strong as hits
V1R ag counter: agonists of human V1a receptor, primary screen, counter-screen for OXTR agonist project, fluorescence, CHO-V1R cells; Vasopressin V1a receptor (Homo sapiens), P37288; 0.25% of 320,000 active; Fluo-8 calcium fluorescence, agonist mode; 0% DMSO, 100% 3 nM vasopressin; activation, % at 3 µM;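 active = activation above the mean activation of all tested compounds plus 3 SD, per screening run, cut at about 20% in these data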;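 note: signal is peak over basal fluorescence ratio across a 100 second FLIPR read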
Target sequence (P37288 whole entry, looked up): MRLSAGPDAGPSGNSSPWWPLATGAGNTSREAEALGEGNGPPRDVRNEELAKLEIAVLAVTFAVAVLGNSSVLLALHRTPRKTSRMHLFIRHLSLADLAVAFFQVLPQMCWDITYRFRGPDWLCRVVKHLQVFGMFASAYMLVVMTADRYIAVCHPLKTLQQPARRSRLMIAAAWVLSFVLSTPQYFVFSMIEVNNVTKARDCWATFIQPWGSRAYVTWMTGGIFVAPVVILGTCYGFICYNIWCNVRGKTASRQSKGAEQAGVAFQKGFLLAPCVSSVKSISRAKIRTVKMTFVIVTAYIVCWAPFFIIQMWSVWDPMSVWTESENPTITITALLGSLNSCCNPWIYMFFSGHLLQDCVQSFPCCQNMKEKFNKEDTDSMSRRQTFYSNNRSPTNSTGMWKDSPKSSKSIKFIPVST
* = called active by the depositor; nt = not tested or not shown.

SMILES | GPR7 antag | MEKK2wt PB1 HTS | OXTR agonist | PfM18AAP inh | NALP1 yeast inh | GalR3 antagonist | OXTR potentiate | MEKK2 mut-MEK5 | V1R ag counter
CCOCCCNC(=O)c1ccc(N2CCCC2)c(NS(=O)(=O)c2ccc(C)cc2)c1 | -3 | 88 | -2.2 | 2 | 5 | -13 | -7 | -9 | -1.1
O=C1NC(Cc2ccc(O)cc2)c2nc3ccccc3c(=O)n2-c2cc(Cl)ccc21 (configuration not stated) | nt | nt | 3.1 | nt | nt | -1 | -8 | nt | 1.8
CCOC(=O)Cn1c(C)c(Br)c(=O)c2cccc(C)c21 | -10 | 101 | -2.6 | 2 | 10 | -7 | -3 | -1 | -0.9
CC1CCCC(C)N1C(=O)COC(=O)Cc1ccc(F)cc1 (configuration not stated) | 1 | 105 | -0.5 | -9 | 3 | -7 | -20 | 5 | -0.4
Cc1ccc(NS(=O)(=O)c2cc3[nH]c(=O)c(=O)[nH]c3cc2C)c(C)c1 | -9 | 92 | 0.7 | 4 | 11 | -1 | -6 | -1 | 0.9
O=C(/C=C/c1ccc(F)cc1)c1cc(Br)ccc1O | 2 | 99 | -1.7 | 2 | -4 | 5 | -5 | 3 | -1.7
CCOC(=O)c1cccc(NC(=O)/C=C/c2ccc([N+](=O)[O-])cc2)c1 | -6 | 98 | 3.0 | -4 | -8 | -1 | -15 | -2 | 6.9
CN(C)CCCNCCCNC(=O)/C(=N\O)c1ccccc1 | -16 | 107 | -0.6 | 0 | nt | -3 | -7 | 8 | -0.3
CCCc1ccc(OCc2ccc(C(=O)OC)o2)c(OC)c1 | 6 | 106 | -0.8 | 6 | 0 | nt | -1 | 6 | -0.6
O=C(Nc1cc(C(F)(F)F)ccc1-n1cncn1)c1ccc(Cl)cc1 | 1 | 105 | -2.6 | 5 | 10 | -3 | -7 | 3 | -1.5
COc1ccc(/C=N/Nc2ccccn2)c(OC)c1OC | -8 | 97 | -0.3 | 8 | -12 | 6 | -20 | -3 | -0.1
O=C(Nc1cccc(Cl)c1)c1cc2c(=O)n3ccccc3nc2s1 | 9 | 95 | -0.3 | 1 | 11 | -1 | -3 | -2 | 0.2
CCCCn1nc(C(=O)N(C)CC(=O)Nc2cccc(F)c2)c2ccccc2c1=O | nt | nt | -1.4 | nt | nt | -3 | -14 | nt | -0.4
COc1cc2[nH]c(=S)nc(NCC3CCCO3)c2cc1OC (configuration not stated) | -5 | 112 | -0.1 | 5 | 6 | 0 | -4 | 9 | -0.8
O=S(=O)(NCC1OCCc2ccccc21)c1ccc(S(=O)(=O)N2CCOCC2)cc1 (configuration not stated) | 17 | 105 | 3.0 | 6 | 17 | -5 | -12 | 3 | 7.8

Compounds above that have an aryl methoxy group:
SMILES | GPR7 antag | MEKK2wt PB1 HTS | OXTR agonist | PfM18AAP inh | NALP1 yeast inh | GalR3 antagonist | OXTR potentiate | MEKK2 mut-MEK5 | V1R ag counter
CCCc1ccc(OCc2ccc(C(=O)OC)o2)c(OC)c1 | 6 | 106 | -0.8 | 6 | 0 | nt | -1 | 6 | -0.6
COc1ccc(/C=N/Nc2ccccn2)c(OC)c1OC | -8 | 97 | -0.3 | 8 | -12 | 6 | -20 | -3 | -0.1
COc1cc2[nH]c(=S)nc(NCC3CCCO3)c2cc1OC (configuration not stated) | -5 | 112 | -0.1 | 5 | 6 | 0 | -4 | 9 | -0.8

Going on with the list.
SMILES | GPR7 antag | MEKK2wt PB1 HTS | OXTR agonist | PfM18AAP inh | NALP1 yeast inh | GalR3 antagonist | OXTR potentiate | MEKK2 mut-MEK5 | V1R ag counter
O=C(COC(=O)CCOc1ccccc1)Nc1ccc(Cl)cn1 | 3 | 102 | 0.2 | -4 | 37 | 3 | -8 | 2 | -0.2
CSCCCNC(=S)Nc1cccc(S(=O)(=O)NC2=NCCC2)c1 | -9 | 85 | 1.8 | 2 | 13 | -7 | -12 | -7 | -0.5
O=C(N/N=C/c1ccc(N2CCOCC2)cc1)C1COc2ccccc2O1 (configuration not stated) | -6 | 82 | 0.0 | 8 | 38 | 0 | -4 | -11 | 0.3
O=C1CC(N2CCN(c3nc4ccccc4s3)CC2)C(=O)N1c1cccc(F)c1 (configuration not stated) | 8 | 102 | 9.6 | -6 | 13 | -8 | -9 | 3 | 5.6
Cc1cc(Nc2ccccc2)n(CCO)n1 | 4 | 93 | 1.4 | 0 | 15 | -5 | 5 | -9 | 1.1
CN(CCO)c1nc(NCc2ccccc2)c2cnn(C)c2n1 | -7 | 103 | -0.1 | -5 | 28 | 1 | -7 | 1 | 0.0
COc1ccc2[nH]c(=O)c(CN(CC3CCCO3)C(=S)Nc3ccccc3)cc2c1 (configuration not stated) | 4 | 98 | -1.6 | -12 | 8 | -7 | -16 | -7 | -0.1
COc1ccc2nc(NC(=O)C3=NN(c4ccccc4)C(=O)CC3)sc2c1 | -10 | 100 | -1.2 | 6 | 22 | 0 | -11 | -1 | 0.5
CC(C)CNc1cc(N2CCCC2)ccc1[N+](=O)[O-] | 11 | 101 | -2.0 | -8 | 16 | -8 | -4 | 1 | -1.4
N#CCSc1nnc(-c2ccc(S(=O)(=O)N3CCOCC3)cc2)n1CC1CCCO1 (configuration not stated) | -5 | 91 | 0.0 | -1 | 0 | -4 | -6 | -7 | 0.0
Cc1ccc(OC(C)C(=O)Nc2ccc3c(c2)n(C)c(=O)n3C)cc1C (configuration not stated) | -10 | 105 | -0.2 | 2 | 12 | 1 | -3 | 8 | 0.2
Cc1cc(C)c(-c2cc(NC(=O)COC(=O)c3ccc(C#N)cc3)n(-c3ccccc3)n2)cc1C | -5 | 101 | -0.2 | 2 | 28 | -3 | -8 | 0 | 0.6
O=C(CSc1oc(-c2cccs2)nc1S(=O)(=O)c1ccc(F)cc1)NCC1CCCO1 (configuration not stated) | -3 | 108 | 0.3 | 4 | -18 | nt | -5 | 5 | 1.0
Cc1ccc(CNC(=O)C2CCC(CNS(=O)(=O)c3cccs3)CC2)cc1 (configuration not stated) | -10 | 98 | 2.2 | -53 | -1 | -9 | 4 | -2 | 4.2
Cc1c(C(=O)O)sc2c1c(=O)n(Cc1ccccc1)c(=O)n2C | -14 | 99 | 0.0 | 9 | 4 | -9 | -9 | 0 | 0.3
Cc1cccc(NS(=O)(=O)c2cccc3nsnc23)c1 | 4 | 102 | -1.2 | 1 | -13 | -1 | -14 | 2 | 2.6
N#CCCCCn1c(-c2cncs2)nc2ccccc21 | -8 | 112 | 0.0 | 8 | 15 | -5 | -4 | 6 | -0.6
CN(c1ccccc1C(=O)Nc1ccc(S(=O)(=O)N2CCCCC2)cc1)S(C)(=O)=O | -3 | 100 | 0.6 | -9 | nt | 3 | 11* | 1 | 0.3
CC(C)(C)C(=O)NC(=S)NNC(=O)c1sc2ccccc2c1Cl | -8 | 96 | 99* | 12 | 18 | nt | -21 | -1 | 112*
CCN(CC)CCCNS(=O)(=O)c1ccc(OC)cc1 | -7 | 107 | -0.1 | 3 | 16 | -3 | 0 | 8 | 1.0
CCC(C)c1ccc(C(C)NC(=S)NCc2ccc(F)cc2)cc1 (configuration not stated) | -10 | 119 | 2.2 | 8 | 12 | -4 | -15 | 11 | 6.1
CCNc1ccccc(C(=O)/C=C/c2ccc3c(c2)OCO3)c1=O | -12 | 90 | 0.1 | 11 | 2 | -1 | -11 | 4 | 0.4
Cc1oc2ccccc2c1CC(=O)NCCCN(C)C | -10 | 105 | -0.9 | -2 | nt | -1 | -12 | -1 | -2.0
O=C(CCc1ccccc1)NNC(=O)Nc1ccc(Cl)cc1 | -10 | 103 | -1.2 | 0 | 15 | -11 | -12 | 2 | -0.6
N#C/C(=N/Nc1ccc(S(=O)(=O)N2CCOCC2)cc1)C(N)=O | -8 | 83 | 0.2 | 3 | -5 | -8 | -5 | -10 | 0.5
Nc1ccnn1Cc1cccnc1 | 0 | 102 | 0.9 | 5 | 16 | 7 | 4 | 2 | 5.2
COc1ccc(C(=O)NCC2CCCCC2)cc1S(=O)(=O)N1CCOCC1 | nt | nt | 0.7 | nt | nt | -5 | -3 | nt | 0.0
O=C(Nc1ccccc1Cl)c1cc2ccccc2o/c1=N\O | 0 | 99 | -1.5 | 37* | 17 | -11 | -8 | -2 | 0.3
CC(NCc1ccc(S(N)(=O)=O)cc1)C(=O)NCc1ccccc1 (configuration not stated) | 2 | 109 | 1.2 | -6 | 6 | -12 | -4 | 3 | 0.5
Cc1ccccc1CN(c1ccc(C(=O)NCc2cccnc2)cc1)S(C)(=O)=O | -5 | 99 | 0.2 | -3 | 14 | -5 | -17 | 0 | 0.7

Sorted by the number under GalR3 antagonist (falling): some entries from above
Compound,GalR3 antagonist
CN(c1ccccc1C(=O)Nc1ccc(S(=O)(=O)N2CCCCC2)cc1)S(C)(=O)=O,3
Cc1oc2ccccc2c1CC(=O)NCCCN(C)C,-1
Cc1ccccc1CN(c1ccc(C(=O)NCc2cccnc2)cc1)S(C)(=O)=O,-5

Other entries follow.
SMILES | GPR7 antag | MEKK2wt PB1 HTS | OXTR agonist | PfM18AAP inh | NALP1 yeast inh | GalR3 antagonist | OXTR potentiate | MEKK2 mut-MEK5 | V1R ag counter
COC(=O)CSC1=C(C#N)C(c2sccc2C)CC(=O)N1 (configuration not stated) | -4 | 98 | 1.2 | 1 | 2 | 5 | -4 | -3 | 0.9
CC(=O)[C@@]1(O)[C@H](C)CC2C3CC=C4CC(OP(=O)(O)O)CC[C@]4(C)C3CC[C@@]21C (some centres not stated) | 28* | 103 | -0.9 | -1 | 23 | -9 | -19 | -2 | -0.9
CCCCCCCC(=O)NNC(=O)CC(=O)Nc1ccccc1C(=O)O | -12 | 109 | -0.9 | -2 | 18 | -10 | -2 | 1 | 0.0
O=C(Cc1cccs1)N/N=C/c1ccco1 | -3 | 102 | -0.3 | 0 | 29 | 0 | 8 | 0 | -0.5
COc1ccc(NCC(=O)Nc2ccc(C#N)cc2)cc1Cl | -2 | 96 | 8.1 | -1 | -4 | -4 | -6 | -3 | 9.4
COc1ccc(/C=C/C(=O)c2ccc(OC)cc2O)cc1 | -12 | 103 | 0.2 | 4 | 33 | -3 | -6 | 1 | 0.2
O=S(=O)(c1ccc(Cl)cc1)n1cccn1 | 5 | 109 | 0.7 | 1 | 8 | 9 | -10 | 0 | -0.6
O=C(CN1C(=O)NC(Cc2c[nH]c3ccccc23)C1=O)NCCc1ccccc1 (configuration not stated) | 20 | 100 | -0.8 | -7 | 4 | -9 | -14 | 0 | 0.7
O=C(CSc1ncnc2scc(-c3ccccc3)c12)N1CCN(c2ccccc2F)CC1 | 27* | 90 | -2.2 | -11 | 23 | -7 | -10 | -1 | -0.1
CCn1c(SCc2ccccc2Cl)nc2ccccc21 | -5 | 101 | -0.9 | 0 | -4 | 0 | -14 | 13 | -1.4
Cc1cc(C)n2nc(C(=O)Nc3c(C)nn(Cc4ccc(F)cc4)c3C)cc2n1 | 3 | 100 | -0.2 | 5 | 0 | 4 | 1 | 0 | 0.0
